Neddylation inh: inhibitors of human cullin neddylation; TR-FRET cullin neddylation, biochemical; calls only at 25 µM; 0.58% of 360,000 active; P61081+Q13564; in the data active means inhibition above about 36%
MsrA act: activates bovine MsrA enzyme; purified bovine MsrA, absorbance read-out; activation, % at 10.6 µM; 0.3% of 360,000 active; in the data active means activation above about 7.5%;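 further: 0% = vehicle and 100% = reference activator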
TbMetRS inhib: blocks T. brucei methionyl-tRNA synthetase activity; purified T. brucei MetRS, ATP depletion, Kinase-Glo luminescence; inhibition, % at 11.9 µM; 0.4% of 360,000 active; AID 624268;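 active means inhibition above a per-plate cutoff of the control wells' mean inhibition plus 3 SD, cut at about 5.5% in these data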;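 further: 0% = DMSO wells median and 100% = median of wells with control inhibitor compound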
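Test system – parasite MetRS enzyme · Reagent – substrates ATP, L-methionine and bulk Escherichia coli tRNA · Doses – 11.9 µM compound single dose, 0.9% DMSO · Times – 15 min enzyme-compound preincubation, 2 h reaction, 10 min detection, 25 °C · Signal – Kinase-Glo luminescence, ATP depletion format · Controls – DMSO-only wells as low control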
CSN deneddyl inh: CSN deneddylation inhibition; Q92905; Purified CSN, SCF-Nedd8-OG deneddylation, fluorescence polarization; inhibition, % at 12.5 µM; 0.38% of 360,000 active; AID 651999;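 active means pattern-corrected inhibition above about 35%, with an unprinted fluorescence ratio check between 0.5 and 1.5, limit read from the data, passing the limit was not always enough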;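 further: 0% = enzyme with substrate and 100% = substrate without enzyme; some results filed as inactive read as strong as hits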
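Assay system: purified human Csn5 enzyme expressed in HEK293T cells; measure: % inhibition; also added: SCFSkp2-Nedd8OG substrate at 10 nM final; technique: fluorescence polarization; times: reaction 90 min, room temperature; medium: Tris buffer pH 7.5, NaCl, DTT, Tween-20, trehalose, ovalbumin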
Rin1-Abl PPI inh: human Rin1-Abl interaction inhibition; P00519+Q13671; TR-FRET Rin1/Abl binding, biochemical; inhibition, % at 7.35 µM; 0.4% of 360,000 active; AID 588664; in the data active means inhibition above about 5%, passing the limit was not always enough
MsrA inh: inhibits bovine methionine sulfoxide reductase A. 0.75% of 360,000 active. inhibition, % at 15.5 µM. AID 651718. purified bovine MsrA, absorbance read-out; in the data active means inhibition above about 4.5%;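 further: 0% = vehicle wells with enzyme and 100% = reference inhibitor wells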
PABP1 MLLE inh: inhibitors of microRNA-mediated deadenylation, human PABP1 MLLE binding | P11940 | GST-MLLE / FITC-PAM2 fluorescence polarization | inhibition, % at 20 µM | 0.36% of 360,000 active; in the data active means inhibition above about 35%, passing the limit was not always enough;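 further: plate controls were DMSO wells with GST-MLLE for no effect and wells lacking GST-MLLE protein for full effect; some results filed as inactive read as strong as hits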
Target sequence (P11940 whole entry, looked up): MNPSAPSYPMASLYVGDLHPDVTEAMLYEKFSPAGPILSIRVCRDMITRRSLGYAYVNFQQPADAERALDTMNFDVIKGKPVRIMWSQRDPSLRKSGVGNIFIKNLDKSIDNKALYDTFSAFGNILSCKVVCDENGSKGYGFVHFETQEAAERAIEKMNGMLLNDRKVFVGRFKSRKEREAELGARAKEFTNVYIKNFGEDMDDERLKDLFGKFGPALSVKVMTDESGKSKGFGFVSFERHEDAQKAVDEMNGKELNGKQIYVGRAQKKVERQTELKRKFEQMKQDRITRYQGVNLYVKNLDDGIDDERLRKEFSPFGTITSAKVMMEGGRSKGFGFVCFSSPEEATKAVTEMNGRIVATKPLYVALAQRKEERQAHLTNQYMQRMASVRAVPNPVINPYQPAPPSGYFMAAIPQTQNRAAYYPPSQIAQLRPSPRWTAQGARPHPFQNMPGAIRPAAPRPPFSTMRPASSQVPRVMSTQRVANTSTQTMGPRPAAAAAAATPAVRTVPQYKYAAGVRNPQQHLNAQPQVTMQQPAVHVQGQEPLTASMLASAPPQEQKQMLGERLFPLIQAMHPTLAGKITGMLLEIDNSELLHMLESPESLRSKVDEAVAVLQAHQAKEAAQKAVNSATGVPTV
FAS-TE inh: FAS thioesterase (human) inhibition. recombinant FAS-TE, OMFH fluorogenic substrate, fluorescence endpoint. inhibition, % at 15 µM. 0.67% of 360,000 active. P49327;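 active means compounds whose normalised, plate-corrected inhibition of enzyme fluorescence in the single-dose primary screen is 50% or more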;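 further: 0% = DMSO with enzyme and 100% = substrate without enzyme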
E coli Lon inh: inhibitors of E. coli Lon protease | P0A9M0 | purified E. coli Lon protease, fluorescence polarization | inhibition, % at 7.94 µM | 0.42% of 360,000 active | AID 602123; in the data active means inhibition above about 13%, passing the limit was not always enough;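 further: 0% = enzyme with probe and DMSO and 100% = no enzyme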
* = called active by the depositor; i = inactive; . = no result given.

item	SMILES	Neddylation inh	FAS-TE inh	MsrA inh	CSN deneddyl inh	MsrA act	TbMetRS inhib	Rin1-Abl PPI inh	E coli Lon inh	PABP1 MLLE inh
1	O=C(N/N=C/c1ccc2c(c1)OCO2)c1cccs1	i	-6	6.1*	4	-10	-1.0	-2	5	-9
2	CN(C(=O)c1cccc(Cl)c1)C1CCCN(Cc2ccccc2F)C1 (stereo not drawn)	i	3	-0.3	3	-1	-0.5	1	1	6
3	CCN(C(=O)CSc1nnnn1-c1ccccc1)C1CCS(=O)(=O)C1 (stereo not drawn)	i	-4	0.8	-4	-4	0.0	1	2	8
4	COc1ccc(-c2nc(C#N)c(NC(C)c3ccccc3)o2)cc1OC (stereo not drawn)	.	15	2.8	-4	0	-0.2	1	-8	-1
5	Cc1cccc(-n2c(-c3ccc(Br)o3)n[nH]c2=S)c1	i	-6	-0.4	-1	3	-0.3	-1	0	3
6	CCN(CC)CCNC(=O)c1ccc(NC(=O)c2ccc3c(c2)CCC3)cc1	i	-6	0.2	0	1	-1.0	2	-5	-5
7	CCOC(=O)C1CCCN(C(=O)c2ccc(C(F)(F)F)nc2C)CC1 (stereo not drawn)	i	-5	-1.0	1	-5	0.0	-2	-5	1
8	COc1cccc(N(C(=O)c2cnccn2)C(C(=O)NC2CCCCC2)c2ccc(Cl)cc2)c1 (stereo not drawn)	i	8	1.3	-5	-12	-0.5	3	-6	6
9	COC(=O)c1ccc(CSCC(=O)Nc2cc(OC)cc(OC)c2)o1	i	-7	-1.2	-1	1	-0.3	-1	9	28
10	CCN(CC)Cc1c(O)ccc2occ(C(=O)c3ccccc3)c12	i	-6	1.1	-1	2	0.1	4	1	-5
11	COC(=O)C(C(=O)OC)C(CC(=O)c1ccc(C)cc1)c1cc(OC)c(OC)c(OC)c1 (stereo not drawn)	i	-2	-0.3	-3	-2	-1.4	-1	-1	1
12	CCCC(=O)NCCc1cc2c(C)ccc(C)c2[nH]c1=O	i	-2	0.1	5	0	-0.6	1	-2	-2
13	CCCCC1=NN2CCS(=O)(=O)N=C2S1	i	-9	-0.8	-1	-6	-0.9	4	-1	12
14	Cc1nn(CC(=O)NCCCc2ccccc2)c(=O)c2cc3occc3n12	i	10	0.3	-2	-2	-0.2	-2	1	-6
15	COc1ccc(N2CCN(C3CCCN(Cc4cccc(C(C)=O)c4)C3)CC2)cc1 (stereo not drawn)	i	-3	-0.1	1	-1	-0.7	0	7	1
16	CCOCCn1c(CN2CCC(Cc3ccccc3)CC2)nc2c1c(=O)n(C)c(=O)n2C	i	4	-0.8	7	2	-0.4	2	-1	15
17	Cc1ccc(NC(=O)COC(=O)CCc2c[nH]c3ccccc23)c(C)c1	i	9	2.0	2	-1	-0.2	4	-2	-10
18	Cc1ccc(NC(=O)c2cc(S(=O)(=O)N3CCCCC3)ccc2N2CCOCC2)cc1S(=O)(=O)N(C)C	i	37	0.7	7	-1	-0.3	0	6	-4
19	N#C/C(=C\c1ccncc1)c1ccccn1	i	-4	0.8	0	-7	-0.9	0	8	-2
20	COC(=O)Cn1c(=NC(=O)CCS(=O)(=O)c2ccccc2)sc2c(OC)ccc(OC)c21	i	3	-0.6	0	-1	0.2	0	-2	8
21	COc1ccc(C(=O)CCC(=O)N2CCN(c3cccc(Cl)c3)CC2)cc1	i	16	-0.1	1	0	0.3	-3	-2	-7
22	OC(c1ccc(F)cc1)c1nc(-c2csc3ccccc23)cs1 (stereo not drawn)	i	20	1.4	-3	1	0.0	2	-9	-6
23	CCN(CC)CCCC1(CN)OCCc2ccccc21 (stereo not drawn)	i	-10	-0.2	-2	1	-0.1	-2	-1	1
24	COc1ccc(-c2cn(Cc3ccc(C(N)=O)cc3)c(CCN)n2)cc1	i	-12	-0.5	-4	-3	-0.4	-2	-2	1
25	Cc1ccc(CNC(=O)CCC(=O)Nc2nnc(C(C)C)s2)cc1	i	-4	-0.7	1	-2	-0.3	3	-2	-2
26	CC(C)[C@H](NS(=O)(=O)c1cccc(C(F)(F)F)c1)C(=O)OCC(N)=O	i	-10	0.0	-5	-3	-0.2	1	2	-7
27	CCCCN(c1ccc(C(=O)OC)cc1)S(=O)(=O)c1ccccc1	i	20	-0.2	-3	-1	0.1	2	2	7
28	COc1ccccc1CN1C(=O)CCC1(C)C(=O)NCc1cccnc1 (stereo not drawn)	i	-6	-1.3	-3	-1	-0.4	-2	0	-7
29	O=C(C1CCN(S(=O)(=O)N2CCOCC2)CC1)N1CCN(c2ccc(F)cc2)CC1	i	-5	0.2	-12	-2	-0.8	-1	7	-16
30	COc1ccccc1NC(=O)N1CCn2c(nc3ccccc32)C1	i	-7	0.5	-3	-2	0.0	2	-1	-3
31	COc1ccc(C(=O)NNC(=O)c2cc(C)[nH]n2)cc1	i	-8	-1.2	2	-9	-0.7	-1	5	-1
32	CC(=O)c1sc(NC(=O)c2ccco2)nc1-c1ccccc1	i	-5	.	-3	-5	0.0	1	-2	-18
33	O=S(=O)(/N=C(/Nc1ccc(Cl)c(S(=O)(=O)N2CCOCC2)c1)c1ccc(F)cc1)c1ccccc1	i	14	-0.9	-5	-3	0.0	-3	-5	1
34	CCC(C)N(CCNC(=O)c1ccc(NC2=NC3CS(=O)(=O)CC3S2)cc1)Cc1ccco1 (stereo not drawn)	i	-5	0.5	5	-2	-0.4	3	-3	-90
35	COc1ccc2c(O)c(-c3c(C)cc(C)cc3C)c(=O)[nH]c2c1	.	-6	-0.5	1	-3	-0.8	-1	0	-7
36	O=C(CSc1nncn1-c1cccnc1)Nc1ccccc1[N+](=O)[O-]	i	-7	0.0	0	-6	-0.5	1	5	-4
37	S=c1[nH]ccc2ccccc12	i	-5	0.8	2	9.8*	-0.3	i	-3	19
38	O=C(CCc1c[nH]c2ccccc12)NCC(=O)Nc1ccc(F)c(F)c1F	i	-4	-0.9	3	3	-0.1	0	-5	6
39	CN(C)S(=O)(=O)c1ccc(-c2ccccc2)cc1	i	4	2.2	-1	0	0.3	1	-9	-3
40	COc1ccc(OCCOC(=O)CNC(=O)c2ccc(Cl)cc2Cl)cc1	i	4	0.9	7	-3	-0.2	0	1	1

Quoted from above for reference:
item	SMILES	Neddylation inh	FAS-TE inh	MsrA inh	CSN deneddyl inh	MsrA act	TbMetRS inhib	Rin1-Abl PPI inh	E coli Lon inh	PABP1 MLLE inh
21	COc1ccc(C(=O)CCC(=O)N2CCN(c3cccc(Cl)c3)CC2)cc1	i	16	-0.1	1	0	0.3	-3	-2	-7
22	OC(c1ccc(F)cc1)c1nc(-c2csc3ccccc23)cs1 (stereo not drawn)	i	20	1.4	-3	1	0.0	2	-9	-6
23	CCN(CC)CCCC1(CN)OCCc2ccccc21 (stereo not drawn)	i	-10	-0.2	-2	1	-0.1	-2	-1	1
24	COc1ccc(-c2cn(Cc3ccc(C(N)=O)cc3)c(CCN)n2)cc1	i	-12	-0.5	-4	-3	-0.4	-2	-2	1
25	Cc1ccc(CNC(=O)CCC(=O)Nc2nnc(C(C)C)s2)cc1	i	-4	-0.7	1	-2	-0.3	3	-2	-2

Individual results from the list:
MsrA inh, entry 38 : -0.9
Rin1-Abl PPI inh, entry 29 : -1
MsrA act, entry 28 : -1

Back to the main list with the three entries that preceded the break.
item	SMILES	Neddylation inh	FAS-TE inh	MsrA inh	CSN deneddyl inh	MsrA act	TbMetRS inhib	Rin1-Abl PPI inh	E coli Lon inh	PABP1 MLLE inh
38	O=C(CCc1c[nH]c2ccccc12)NCC(=O)Nc1ccc(F)c(F)c1F	i	-4	-0.9	3	3	-0.1	0	-5	6
39	CN(C)S(=O)(=O)c1ccc(-c2ccccc2)cc1	i	4	2.2	-1	0	0.3	1	-9	-3
40	COc1ccc(OCCOC(=O)CNC(=O)c2ccc(Cl)cc2Cl)cc1	i	4	0.9	7	-3	-0.2	0	1	1
41	COc1cccc(/C=C/C(=O)OCC(=O)Nc2cccc(S(=O)(=O)N(C)C)c2)c1	.	8	0.8	3	-9	-1.4	1	1	-13
42	CSCCC(NC(=O)c1ccccc1)C(=O)N1CC=C(c2ccccc2)CC1 (stereo not drawn)	i	16	-0.9	1	-1	0.3	0	-9	5
43	CCCCN1CC(=O)N2Cc3[nH]c4ccccc4c3C[C@H]2C1=O	i	-2	0.1	4	-9	-0.2	-1	-1	6
44	N/C(CS(=O)(=O)c1ccc(F)cc1)=N\O	i	-4	-2.3	1	-2	0.2	-1	-1	-7
45	Nc1nnc(CC(=O)N/N=C\c2ccc(-c3cccc(Cl)c3)o2)s1	i	-1	3.4	0	-5	-0.5	-4	-10	-31
46	O=C(NCc1cccnc1)/C(=C/c1ccc(-c2ccc(Cl)cc2)o1)S(=O)(=O)c1ccccc1	i	31	3.0	2	-16	-0.9	1	4	-5
47	O=c1c2ccccc2ccc2ccc(P(=O)(O)O)cc12	i	-7	0.0	-3	-3	-0.2	1	-3	-1
48	Cc1cccc(/C=N/NC(=O)c2ccc(NC(=O)c3ccc(Cl)cc3)cc2)n1	i	6	-0.9	9	0	0.4	1	4	-4
49	COc1ccc(OC)c(/C=C/c2ccc3cccc(O)c3n2)c1	i	12	2.3	0	-18	-1.1	-1	5	3
50	CC(C)C(=O)Nc1ccc(N2CCOCC2)c(S(=O)(=O)Nc2ccccc2Cl)c1	i	9	0.4	0	-7	-0.4	3	-4	6
51	Cc1ccc(NC(=O)c2cnc3ccccc3n2)cc1C	i	0	0.6	0	-2	0.0	-2	6	0
52	NS(=O)(=O)c1ccc(NC(=O)COC(=O)Cn2cnc3ccccc3c2=O)cc1	i	-8	0.4	-1	-10	-0.3	2	4	-42

Assay outcomes (PubChem)
